Bioassay records: PubChem, Columbia University Molecular Screening Center
E-sel TNF inh – blocks E-selectin expression induced by TNF alpha; hit rate 0.71% among 120,000; AID 1246; HUVEC TNFa-induced E-selectin immunofluorescence, high content; inhibition, % at 2 µM;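 active = inhibition above the batch mean plus 3 SD, and confirmed as a hit on visual image review, cut at about 43% in these data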;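 note: 0% = TNF-stimulated DMSO wells and 100% = unstimulated control wells; not every result past the cut was called active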
An asterisk follows results filed as active. A portion of the library; rates above refer to the full screens.

SMILES | E-sel TNF inh
COC(=O)CCN1CCN(S(=O)(=O)c2cccc(Br)c2)CC1 | 17
CC1(C)CN(c2ccc(F)cc2)C1=O | -14
Cc1ccc(-c2nc3ccc([N+](=O)[O-])cc3[nH]2)cc1 | 16
Cc1ccc(NC(=O)CSc2nnc(-c3ccco3)o2)c(C)c1 | -2
CN1CCN(NC(=S)Nc2ccc(Oc3ccccc3)cc2)CC1 | -51
N#Cc1cc(NC(=O)c2ccc(F)cc2)c(=O)n2c1[nH]c1ccccc12 | -22
CC(C)=CCN1CCN(Cc2cccn2-c2ncccn2)CC1CCO (configuration not stated) | -32
CCOc1ccccc1OCCC(=O)OCC(=O)c1ccc[nH]1 | -3
Cc1cccc(C2c3[nH]c4ccccc4c3CCN2C(=O)c2cn(C)c3ccccc3c2=O)n1 (configuration not stated) | -3
Cc1c(Nc2cc(Cl)c3nonc3c2[N+](=O)[O-])c(=O)n(-c2ccccc2)n1C | 100*
Cn1c(N)c(C(=O)COC(=O)COc2ccc3ccccc3c2)c(=O)n(C)c1=O | -9
CCOCCCNC(=O)CSc1nc2nc(C)c(Cc3ccccc3)c(C)n2n1 | -2
COc1ccc(CC(NC(C)=O)C(=O)NC2CCN(C(=O)C3CC3)CC2)cc1OC (configuration not stated) | 12
COCC(=O)Nc1ccc(S(=O)(=O)Nc2ccccn2)cc1 | -17
O=C1NC(=O)/C(=C\c2cn(Cc3ccccc3F)c3ccccc23)N1 | -2
COc1ccccc1NS(=O)(=O)c1ccc(/C=C/C(=O)O)cc1 | 6
C=CCN(CC=C)CCOc1ccccc1[N+](=O)[O-] | -6
O=C(CCCN1C(=O)/C(=C\c2cccs2)SC1=S)Nc1cccc(C(=O)O)c1 | 2
COc1ccc(/C=C/C(=O)NCc2nc3ccccc3[nH]2)cc1OC | -49
CN(C(=O)CO/N=C/c1ccc(OC(F)F)cc1)C1CCS(=O)(=O)C1 (configuration not stated) | -25
CCC(C)NS(=O)(=O)c1ccc(F)c(C(=O)Nc2c(F)cc(F)cc2Br)c1 (configuration not stated) | -25
O=C(c1ccco1)N1CCn2cccc2C1c1ccccc1 (configuration not stated) | 17
Nc1cc(=O)[nH]c(SCC(=O)Nc2ccccc2-c2ccccc2)n1 | -26
O=C(NCc1nnc(SCC(=O)N2CCc3ccccc32)o1)c1ccco1 | -16
O=S1(=O)CCN2C(c3cccc4ccccc34)=CSC2=N1 | -27

The list goes on; the last five above are carried over.
SMILES | E-sel TNF inh
CCC(C)NS(=O)(=O)c1ccc(F)c(C(=O)Nc2c(F)cc(F)cc2Br)c1 (configuration not stated) | -25
O=C(c1ccco1)N1CCn2cccc2C1c1ccccc1 (configuration not stated) | 17
Nc1cc(=O)[nH]c(SCC(=O)Nc2ccccc2-c2ccccc2)n1 | -26
O=C(NCc1nnc(SCC(=O)N2CCc3ccccc32)o1)c1ccco1 | -16
O=S1(=O)CCN2C(c3cccc4ccccc34)=CSC2=N1 | -27
Cc1ccc(S(=O)(=O)NCc2ccc(C(=O)NCCN(Cc3ccccc3)C(C)C)cc2)cc1 | -18
O=[N+]([O-])c1ccc(Sc2n[nH]c(-c3ccncc3)n2)nc1 | 13
O=C(NCCCN1CCOCC1)c1sc2cc(Cl)ccc2c1Cl | -3
Brc1ccc(N/N=C(/N=Nc2nn[nH]n2)c2ccccc2)cc1 | -31
O=C(Nc1ccnc(-c2ccncc2)n1)c1cccs1 | -27
CN(C)/C=C1\C(=O)N(C)N=C1C(F)(F)F | 6
CCOC(=O)CSc1nc(C)cc2c1C(=O)OC2 | -10
O=Cc1sc(Nc2ccccc2)nc1Cl | -15
Cc1ccc(Cl)cc1N1CCN(C(=O)Cc2csc(Nc3nc(=S)[nH]c4ccccc34)n2)CC1 | -15
CCOC(=O)c1cc2c(nc1C)-c1cc(Cl)cc(Cl)c1OC2O (configuration not stated) | 4
C=C(C)CN(CC)C(=O)CSc1nc(O)cc(=O)n1C1CCCC1 | -21
CCn1nc(C(=O)OCC(=O)NC(C)C)c2ccccc2c1=O | -6
C=CCn1c(=O)/c(=C2/Sc3cc(OC)ccc3N2C)s/c1=C1\C(=O)N(CC)C(=S)N1C | -40
Cc1ccc(CNC(=O)NCc2ccccc2)cc1 | -1
CCN1CCN(CC(=O)Nc2sc3c(c2C#N)CCC3)CC1 | 9
Cc1cc(=O)oc2cc(NC(=O)c3cc([N+](=O)[O-])ccc3N3CCOCC3)ccc12 | -13
CSc1ccc(CN2CCN(CC=C(C)C)C(CCO)C2)cc1 (configuration not stated) | -28
COc1ccc(CC2(CO)CCN(Cc3ccncc3)CC2)cc1 | -12
OC(COc1ccc(CNCc2cccnc2)cc1)CN1CCc2ccccc2C1 (configuration not stated) | -10
Fc1ccccc1/C=N/Nc1nc(N2CCCCC2)nc(N2CCCCC2)n1 | 10
Cc1c(C(C)C)c(=O)n(-c2ccc(S(=O)(=O)NC(C)C)cc2)n1C | -9
Cc1cc(NS(=O)(=O)c2ccc(NC(=S)NC(=O)c3cccc(S(=O)(=O)N(C)C)c3)cc2)no1 | -26
O=c1c2ccccc2nnn1COc1ccc(F)cc1Cl | -5
CC[n+]1c(C)n(-c2ccccc2)c2ccc(C(=O)OC)cc21 | -7
O=C(NN(c1ccccc1)c1ccccc1)c1ccc([N+](=O)[O-])o1 | -16

3 compounds out of the list above, ordered by their value in E-sel TNF inh, falling.
SMILES | E-sel TNF inh
O=c1c2ccccc2nnn1COc1ccc(F)cc1Cl | -5
Cc1ccc(S(=O)(=O)NCc2ccc(C(=O)NCCN(Cc3ccccc3)C(C)C)cc2)cc1 | -18
O=C(Nc1ccnc(-c2ccncc2)n1)c1cccs1 | -27

The listing continues.
SMILES | E-sel TNF inh
CC(=O)N1N=C(c2cccc(NS(C)(=O)=O)c2)CC1c1cccs1 (configuration not stated) | 57
COc1ccc(CCNC(=O)CSc2nnc(C(C)N(C)C)n2Cc2ccccc2)cc1OC (configuration not stated) | -36
Cc1ccccc1Nc1nnc(SCC(=O)c2c(N)n(C)c(=O)n(C)c2=O)s1 | -35
Cc1ccc(-n2ccc(-c3nn(-c4ccccc4)ccc3=O)n2)cc1 | 36
CC(=O)Nc1ccc(S(=O)(=O)Oc2ccc(/C=N/N=C3/NC(=O)C(CC(=O)O)S3)cc2)cc1 (configuration not stated) | 14
CCCS(=O)c1nc(C)cc(C)c1S(C)(=O)=O (configuration not stated) | 10
CN(C)C(=O)C1C2NC(=S)N(c3ccccc3)C1(C)Oc1ccccc12 (configuration not stated) | 0
COc1ccc(C(NC(=O)C(C)C)c2c(O)ccc3ccccc23)cc1 (configuration not stated) | 0
CCSc1nc2ccccc2c(=O)n1C1CCOC(C)(C)C1 (configuration not stated) | 1
CCCc1nnc(NC(=O)CSc2nc3ccccc3[nH]2)s1 | -31
O=S1(=O)CCN(C(CO)c2ccccc2)CC1 (configuration not stated) | -11
CNCC(=O)N1CCN(c2ncc(C(F)(F)F)cc2Cl)CC1 | -34
Cc1ccccc1C(=O)Nc1ccccc1N1CCCCC1 | -27
O=C(c1cc(-c2ccccc2)on1)N1CCc2ccccc2C1 | -8
CCOC(=O)C(CC)Sc1cc(C)nc2ccc(OC)cc12 (configuration not stated) | -16
Fc1ccc(COc2cccc(CNCc3ccncc3)c2)cc1 | 12
CC(C)(C)Nc1c(-c2cccs2)nc2ccccn12 | 11
CCC1N=C(SC)NC(C)=C1C(=O)c1ccccc1 (configuration not stated) | -14
Nn1c(Nc2ccccc2)nc2sc3c(c2c1=O)CCCC3 | -12
CCN(Cc1ccccc1)C(=O)C1CCN(Cc2ccc(SC)cc2)CC1 | 1
c1ccc(-c2nc3c([nH]2)CCc2nonc2-3)cc1 | -7
Cc1cc(-c2nnc(SCC(=O)Nc3ccccn3)o2)no1 | 6
Cc1c(N)cc[n+](CC(=O)c2ccccc2)c1C | -11
Cc1ccc(Cl)cc1NC(=O)C[n+]1ccc(Cc2ccc([N+](=O)[O-])cc2)cc1 | 18
CCN(Cc1ccccc1)S(=O)(=O)c1cc(C(=O)c2c(N)n(C)c(=O)n(C)c2=O)ccc1OC | 0

Continued, starting with the last six of the part before.
SMILES | E-sel TNF inh
CCN(Cc1ccccc1)C(=O)C1CCN(Cc2ccc(SC)cc2)CC1 | 1
c1ccc(-c2nc3c([nH]2)CCc2nonc2-3)cc1 | -7
Cc1cc(-c2nnc(SCC(=O)Nc3ccccn3)o2)no1 | 6
Cc1c(N)cc[n+](CC(=O)c2ccccc2)c1C | -11
Cc1ccc(Cl)cc1NC(=O)C[n+]1ccc(Cc2ccc([N+](=O)[O-])cc2)cc1 | 18
CCN(Cc1ccccc1)S(=O)(=O)c1cc(C(=O)c2c(N)n(C)c(=O)n(C)c2=O)ccc1OC | 0
O=C(CCN1CCCCC1)NNC(=S)NC(=O)c1ccc(Br)cc1 | -11
Cc1nnc(SCC(=O)N(CC(C)C)c2c(N)n(CC(C)C)c(=O)[nH]c2=O)n1-c1ccccc1 | -7
COC(=O)c1ccc(/C=N/N2C(C)CCCC2C)cc1 (configuration not stated) | -11
CC(Cc1c[nH]c2ccccc12)C(=O)O (configuration not stated) | 11
COc1cc(COCC(O)CN2CCN(Cc3ccccc3)CC2)cc(OC)c1OC (configuration not stated) | -27
COc1cccc(/C=C2\Sc3ccc(C(=O)NCc4cccnc4)cc3N(C)C2=O)c1 | -21
O=C(CC1NCCc2ccccc21)Nc1ccccc1Cl (configuration not stated) | -24
O=C(O)C1Cc2ccccc2CN1S(=O)(=O)c1ccc(Cl)cc1 (configuration not stated) | -12
COc1ccc(NC2(c3ccccc3)OC(=O)c3ccccc32)cc1 (configuration not stated) | 7
CN(C)CCN=Cc1c(O)n(Cc2ccc3c(c2)OCO3)c(=O)c2ccccc12 | 4
CCOc1cc(CNn2c(C)nnc2SCC(=O)NC(C)(C)C)ccc1OCC(=O)NC(C)(C)C | 16
Nc1ccc(N2CCOCC2)cc1C(F)(F)F | -14
Cc1cc(=O)n2c(sc3ccccc32)c1C#N | -17
CCOC(=O)C1CCN(CCC(=O)Nc2ccc(F)cc2)CC1 | 0
O=c1c2ccccc2nc(/C=C/c2ccc3c(c2)OCO3)n1CCCO | -25
O=C1C2C3C=CC(C4CC34)C2C(=O)N1/N=C/c1ccc([N+](=O)[O-])o1 (configuration not stated) | 25
O=C(Nc1ccc(F)cc1)C1CCN(C(=O)c2ccc([N+](=O)[O-])cc2)CC1 | 36
O=C(NCCc1c[nH]c2ccccc12)OCCSS(=O)(=O)O | -4
COc1ccc(/C=C2/N=C3CCCCCN3C2=O)cc1 | 3
Cc1ccc(S(=O)(=O)N2CCN(C(=O)c3cccs3)CC2)c(C)c1 | 15
S=c1[nH]nc(CN2CCCCC2)n1Cc1ccccc1 | -29
CCOP(=O)(OCC)/C(=C/N1CCCCC1)NC(=O)c1ccccc1 | -7
O=C(CSc1ccc(Cl)cc1)NNC(=O)c1cccnc1 | -20
O=C(O)c1cc(-c2ccco2)nn1-c1cccc(Cl)c1 | 4
C=CCn1c(CCCNC(=O)c2ccccc2OC)nc2ccccc21 | -38

Ordered by count of non-hydrogen atoms (rising): part of the list above
SMILES | E-sel TNF inh
O=C(CSc1ccc(Cl)cc1)NNC(=O)c1cccnc1 | -20
O=C(CCN1CCCCC1)NNC(=S)NC(=O)c1ccc(Br)cc1 | -11
O=C(Nc1ccc(F)cc1)C1CCN(C(=O)c2ccc([N+](=O)[O-])cc2)CC1 | 36
CN(C)CCN=Cc1c(O)n(Cc2ccc3c(c2)OCO3)c(=O)c2ccccc12 | 4
COc1cccc(/C=C2\Sc3ccc(C(=O)NCc4cccnc4)cc3N(C)C2=O)c1 | -21
Cc1nnc(SCC(=O)N(CC(C)C)c2c(N)n(CC(C)C)c(=O)[nH]c2=O)n1-c1ccccc1 | -7

New compounds follow
SMILES | E-sel TNF inh
N/C(=N\N=C\c1cccs1)SC1CC(=O)N(c2ccc(Br)cc2)C1=O (configuration not stated) | 12
CCC(C)(C)n1nnnc1C(c1cccs1)N1CCCCC1 (configuration not stated) | 7
Cc1cc(C)nc(NNC2=CC(=[N+]3CCCCC3)CC(C)(C)C2)n1 | 2
CCc1nnc(NC(=O)Cc2c[nH]c3ccccc23)s1 | -56
CC(C)CCN(CC(=O)NC(C)(C)C)C(=O)C(=O)Nc1ccc2c(c1)OCCO2 | -19
COc1ccc(NC(=O)Nc2nnc(CC(=O)NCc3ccccc3)s2)cc1 | 3
CCC(C(=O)OCC(=O)Nc1cc(OC)ccc1OC)c1ccccc1 (configuration not stated) | 12
COC(=O)CC(c1ccc(C(C)C)cc1)n1cccc1 (configuration not stated) | -22
COc1ccccc1N1CCN(C(=O)c2ccc(Cn3c(=S)[nH]c4cc5c(cc4c3=O)OCO5)cc2)CC1 | -2
COc1ccc(O)c(CNc2ccccc2F)c1 | -7
Cc1cc(C(=O)COC(=O)CNC(=O)c2ccccc2)c(C)n1CC1CCCO1 (configuration not stated) | -29
CCOc1ccc(NC(=O)CN(c2ccc(OCC)cc2)S(=O)(=O)c2c(C)[nH]c(=O)[nH]c2=O)cc1 | -19
Cc1cc(C)c(C#N)c(SCc2nnc(-c3ccccc3[N+](=O)[O-])o2)n1 | -26
O=C(OC(C(=O)NCc1ccc2c(c1)OCO2)c1ccncc1)c1ccc(Cl)nc1 (configuration not stated) | -4
COCCn1c(SCc2ccc(OC)c(F)c2)nc2ccccc2c1=O | -37
O=C(N/N=C/c1ccc(F)cc1)c1ccccc1 | 6
O=C(CCC1CCCN(C(=O)COc2ccccc2)C1)N1CCN(c2ccccn2)CC1 (configuration not stated) | 10
Cc1cc(C)n2nc(C(=O)OCC(=O)N3CCC3)nc2n1 | -17
CCN(C(=O)CSc1nnc(-c2ccc(F)cc2)c2ccccc12)C1CCS(=O)(=O)C1 (configuration not stated) | -28
Cc1cc(C(=O)Nc2ccc(S(=O)(=O)N3CCCC3)cc2)no1 | 18
Cc1ccc(C)c(CSC2=NCCN2C(=O)c2cccs2)c1 | -20
CCC(=C(c1ccc(OC)cc1)c1ccc(OC)cc1)c1cn(CC(O)CN(CCO)CCO)c2ccccc12 (configuration not stated) | 10
Cc1cc(NC(=O)CCC(=O)N(Cc2ccccc2)C2(C(=O)NC3CCCCC3)CCCC2)no1 | -23
C/C(=N\OCC(=O)NC(C)C)c1cccs1 | -59
